BioA inh: blocks M. tuberculosis BioA enzyme activity. purified M. tuberculosis BioA enzyme, plate reader. inhibition, % at 9.99 µM. 360,000 compounds, 0.096% hits; in the data active = inhibition above about 40%
Starred values were filed as active, the others as inactive; & = joins results of further samples.

SMILES	BioA inh
Cc1ccc(S(=O)(=O)N2CC[C@@H]3[C@H](CO)Nc4ccc(C#Cc5ccccc5F)cc4[C@@H]32)cc1	-0.4
C[C@H]1CN([C@@H](C)CO)S(=O)(=O)c2ccc(C#Cc3ccccc3)cc2O[C@@H]1CN(C)C(=O)Nc1ccccc1	-2.4
O=C(NCc1ccc2c(c1)OCO2)[C@@H]1[C@@H](CO)[C@@H]2Cn3c(cccc3=O)[C@H]1N2Cc1ccncc1	0.3
C[C@@H](O)C#Cc1ccc([C@@H]2[C@H](CO)N3CCCCN(C(=O)Nc4ccccc4)C[C@@H]23)cc1	-11.7
C[C@@H]1CN([C@H](C)CO)S(=O)(=O)c2ccc(C#CC3(O)CCCC3)cc2O[C@H]1CN(C)C(=O)Nc1cccc(F)c1	-1.3
C[C@@H]1CN([C@@H](C)CO)C(=O)c2cc(NC(=O)Nc3ccc4c(c3)OCO4)ccc2O[C@@H]1CN(C)C(=O)NC1CCCCC1	-0.3
O=C(C[C@H]1CC[C@H]2NC[C@@H](O)COC[C@@H]2O1)NCc1ccc2c(c1)OCO2	-0.4
C=C[C@H](COC(C)=O)N(Cc1ccc(OC(C)=O)c(OC)c1)S(=O)(=O)c1ccc(Br)cc1	0.8
Cc1ccccc1S(=O)(=O)N1C[C@@H](O)COC[C@@H]2O[C@H](CC(=O)NCc3ccccc3Cl)CC[C@H]21	0.4
O=C(N[C@@H]1C=C[C@H](CC(=O)N2CCCCC2)O[C@H]1CO)c1cccc(F)c1	3.5
C[C@@H]1CN([C@H](C)CO)C(=O)c2cccc(N(C)C)c2O[C@H]1CN(C)S(=O)(=O)c1cn(C)cn1	-0.2
C[C@@H]1CN([C@H](C)CO)C(=O)c2cc(NC(=O)Nc3ccc4c(c3)OCO4)ccc2O[C@@H](C)CCCCO[C@@H]1CN(C)Cc1ccncc1	2.1
C[C@H](CO)N1C[C@H](C)[C@H](CN(C)Cc2ccc(C(F)(F)F)cc2)Oc2ccc(NC(=O)Nc3ccc(F)cc3)cc2C1=O	-4.6
O=C(NC[C@@H]1N[C@@H](CO)[C@@H]1c1ccccc1)C1CC1	-2.9
CC(C)NC(=O)N[C@H]1CC[C@@H](CC(=O)O)O[C@H]1CO	-1.0
CO[C@H]1CN(C)C(=O)c2cc(NC(=O)c3cc(C)on3)ccc2OC[C@@H](C)N(C)C[C@H]1C	1.8
COC(=O)C[C@H]1CC[C@@H]2[C@H](COc3ccc(NC(=O)Nc4c(C)noc4C)cc3C(=O)N2C)O1	9.0
C[C@H](CO)N1C[C@H](C)[C@H](CN(C)Cc2ccc3c(c2)OCO3)Oc2ncc(Br)cc2C1=O	0.6&3.4
C=CC[C@@]12N=C(c3ccc(OCCCO)cc3)O[C@@H]1c1ccccc1CN(C(=O)c1ccccc1)C2=O	-0.5
C[C@@H]1CN([C@@H](C)CO)C(=O)c2cc(/C=C/c3ccccc3)cnc2O[C@H]1CN(C)S(=O)(=O)c1cn(C)cn1	-0.2
O=C(C[C@H]1CC[C@H]2[C@@H](COC[C@H](O)CN2C(=O)Nc2ccc(Cl)c(Cl)c2)O1)NC1CCC1	-0.7
O=C(O)C[C@H]1C[C@@H]2c3cc(NC(=O)Nc4ccc(C(F)(F)F)cc4)ccc3O[C@@H]2[C@H](CO)O1	-0.8
C[C@H](CO)N1C[C@H](C)[C@@H](CN(C)Cc2ccc(Oc3ccccc3)cc2)Oc2ccc(NS(=O)(=O)c3cn(C)cn3)cc2CC1=O	6.0
COc1cccc(-c2ccc([C@@H]3[C@H]4CN(C(=O)Cc5ccncc5)CCCCN4[C@H]3CO)cc2)c1	-2.9
CC(C)NC(=O)N(C)C[C@H]1Oc2c(NC(=O)c3nc4ccccc4s3)cccc2C(=O)N([C@@H](C)CO)C[C@@H]1C	-1.9
Cc1cccc(S(=O)(=O)N[C@H]2CC[C@H](CCNC(=O)Nc3cc(F)ccc3F)O[C@H]2CO)c1	-2.2
O=C(C[C@@H]1CC[C@H]2[C@@H](COC[C@@H](O)CN2C(=O)c2ccc(F)cc2)O1)NCCCN1CCOCC1	-1.8
CC(C)C#Cc1ccc([C@@H]2[C@@H](C#N)N(C(=O)C3CCC3)[C@H]2CO)cc1	1.2
C[C@@H]1CN([C@H](C)CO)C(=O)c2cccc(N(C)C)c2O[C@H]1CN(C)C(=O)Nc1ccc(C(F)(F)F)cc1	2.4
CCCNC(=O)C[C@@H]1CC[C@@H]2[C@@H](COc3ccc(NC(=O)c4cccc(F)c4)cc3C(=O)N2C)O1	10.3
C[C@@H]1CN([C@H](C)CO)C(=O)c2cccc(NS(C)(=O)=O)c2O[C@H]1CN(C)C	-0.8
CC(=O)N(C[C@@H]1N[C@@H](CO)[C@H]1c1ccc(-c2ccc(F)cc2)cc1)C(C)C	2.2
O=C([C@H]1[C@H](CO)[C@H]2Cn3c(cccc3=O)[C@@H]1N2CCC(F)(F)F)N1CCCCC1	-1.3
O=C(Nc1ccccc1F)N1C[C@@H]2[C@H](c3ccccc31)[C@H](CO)N2C(=O)C1CC1	-1.8
O=C(C1CCC1)N1C[C@H]2[C@@H](c3ccccc31)[C@@H](CO)N2C(=O)c1ccccc1	-1.9
C[C@H]1CN([C@@H](C)CO)C(=O)Cc2cc(NC(=O)NC3CCCCC3)ccc2O[C@H]1CN(C)Cc1ccncc1	-0.8
O=C(Nc1ccc2c(c1)[C@H]1C[C@H](CC(=O)N3CCOCC3)O[C@@H](CO)[C@H]1O2)C1CCC1	-3.2
COc1ccccc1NC(=O)N[C@H]1CC[C@@H](CCNC(=O)c2ccc3c(c2)OCO3)O[C@H]1CO	5.1
Cn1cnc(S(=O)(=O)N2CCCCN3[C@H](CO)[C@H](c4ccc(C5=CCCC5)cc4)[C@@H]3C2)c1	-5.9
OC[C@@H]1[C@@H](c2ccc(-c3ccc(F)cc3)cc2)[C@@H]2CN(Cc3cccnc3)CCCCN12	2.1
C[C@@H]1CN([C@@H](C)CO)S(=O)(=O)c2ccc(C#Cc3ccccc3)cc2O[C@@H]1CN(C)CC1CC1	-2.7
COc1ccc(-c2cnc3c(c2)C(=O)N([C@H](C)CO)C[C@H](C)[C@@H](CN(C)Cc2ccccc2)O3)cc1	3.2
COc1ccc([Si](C)(C)[C@H]2[C@H](CCn3cc(CCO)nn3)O[C@@]3(C(=O)N(C)c4c(Br)cc(C)cc43)[C@@H]2C)cc1	1.1
CCCC#Cc1cnc2c(c1)C(=O)N([C@H](C)CO)C[C@@H](C)[C@@H](CN(C)Cc1ccc(F)cc1)O2	1.7
C[C@H]1CN([C@@H](C)CO)C(=O)c2cc(N(C)C)ccc2O[C@H]1CN(C)CC1CCCCC1	-1.1
CCC(=O)Nc1ccc2c(c1)C(=O)N(C)C[C@@H](OC)[C@H](C)CN(Cc1ccccc1OC)[C@H](C)CO2	-4.5
C[C@@H]1CN([C@@H](C)CO)C(=O)c2cc(NC(=O)Cn3cnnn3)ccc2O[C@H]1CN(C)S(=O)(=O)c1cn(C)cn1	1.1
COCC(=O)N(C)C[C@H]1Oc2ncc(C3=CCCC3)cc2C(=O)N([C@@H](C)CO)C[C@H]1C	-4.0
COCCNC(=O)C[C@H]1CC[C@H]2[C@H](COc3ccc(NC(=O)C4CCOCC4)cc3C(=O)N2C)O1	-3.4
C[C@@H]1CCCCO[C@@H](CN(C)C(=O)Nc2ccc3c(c2)OCO3)[C@H](C)CN([C@H](C)CO)C(=O)c2cc(NS(=O)(=O)c3cccs3)ccc2O1	0.7
Cc1ccc(S(=O)(=O)Nc2ccc3c(c2)C(=O)N([C@H](C)CO)C[C@H](C)[C@@H](CN(C)C(=O)Nc2ccccc2)OCCCC[C@H](C)O3)cc1	-7.6
CO[C@H]1CC[C@H]2CCOc3c(C#N)cccc3C(=O)N(C)CC3(CCCCC3)CC(=O)N(C)C[C@H]1O2	-0.7
CN1CCN(C(=O)C[C@H]2CC[C@@H]3[C@H](COc4ccc(NC(=O)c5ccc(F)c(F)c5)cc4C(=O)N3C)O2)CC1	35.3
CN(C)C(=O)c1ccc(-c2ccc([C@H]3[C@@H](CO)N4CCCCN(C(=O)C5CCCC5)C[C@@H]34)cc2)cc1	0.0
COc1ccc(CN(C)C[C@@H]2OCCCC[C@H](C)Oc3ccc(NC(=O)c4ccncc4)cc3C(=O)N([C@H](C)CO)C[C@@H]2C)cc1	0.7
N#C[C@@H]1[C@@H](c2ccccc2)[C@H](CO)N1C(=O)CN1CCOCC1	3.8
CC(C)NC(=O)N1[C@@H]2c3cccc(=O)n3C[C@@H]2[C@@H](CO)[C@@H]1C(=O)N1CCC(Cc2ccccc2)CC1	-1.7
Cc1noc(C)c1NC(=O)Nc1ccc2c(c1)CC(=O)N([C@@H](C)CO)C[C@@H](C)[C@H](CN(C)C(=O)Nc1ccc3c(c1)OCO3)O2	-5.5
C[C@@H]1CCCCO[C@@H](CN(C)Cc2ccc3c(c2)OCO3)[C@@H](C)CN([C@@H](C)CO)C(=O)c2cc(NS(=O)(=O)c3ccc(Cl)cc3)ccc2O1	9.2&2.0
C[C@H]1CN([C@@H](C)CO)C(=O)c2cc(N(C)C)ccc2O[C@H]1CN(C)S(C)(=O)=O	-3.1
Other structures
SMILES	BioA inh
CN1C(=O)c2cc(NC(=O)C3CCOCC3)ccc2OC[C@H]2O[C@H](CC(=O)NC3CCCC3)CC[C@@H]21	-0.2
C/C=C/c1ccc2c(c1)O[C@@H](CN(C)C(=O)Cc1ccncc1)[C@H](C)CN([C@H](C)CO)S2(=O)=O	15.8
COCC(=O)N(C)C[C@H]1Oc2ncc(C#CC3(O)CCCC3)cc2C(=O)N([C@@H](C)CO)C[C@H]1C	-2.1
CO[C@@H]1CN(C)C(=O)c2ccc(NC(=O)C3CC3)cc2OC[C@H](C)N(C(=O)NC(C)C)C[C@@H]1C	0.0
CN1CCN(C(=O)C[C@@H]2C[C@H]3c4cc(NC(=O)Nc5ccccc5)ccc4O[C@H]3[C@H](CO)O2)CC1	-0.4
C[C@@H]1CN([C@H](C)CO)C(=O)c2cc(NC(=O)Nc3ccc(C(F)(F)F)cc3)ccc2O[C@@H]1CN(C)CC1CC1	-0.7
CCCN1C[C@H](C)[C@@H](OC)CN(C)C(=O)c2cc(NC(=O)c3ccno3)ccc2OC[C@@H]1C	13.8
CN(C)C(=O)C[C@H]1CC[C@@H](NC(=O)C2CCC2)[C@@H](CO)O1	-1.5
CCCNC(=O)N(C)C[C@H]1Oc2ncc(-c3ccncc3)cc2C(=O)N([C@H](C)CO)C[C@@H]1C	-1.1
CO[C@H]1CN(C)C(=O)c2cc(NS(=O)(=O)c3ccccc3F)ccc2OC[C@H](C)NC[C@@H]1C	-1.3
Cc1ccc(-c2ccc3c(c2)O[C@H](CN(C)C(=O)CC2CC2)[C@@H](C)CN([C@H](C)CO)S3(=O)=O)cc1	2.8
CN(C)CC(=O)N1CCCCN2[C@@H](CO)[C@@H](c3ccc(-c4cncnc4)cc3)[C@@H]2C1	-1.6
CCC(=O)N(C)C[C@H]1Oc2cc(-c3ccccc3)ccc2S(=O)(=O)N([C@H](C)CO)C[C@@H]1C	6.4
COC(=O)C[C@@H]1C[C@H]2c3cc(NS(C)(=O)=O)ccc3O[C@H]2[C@@H](CO)O1	12.7
Cc1ccc(S(=O)(=O)NCC[C@H]2CC[C@H](NC(=O)c3ccccn3)[C@@H](CO)O2)cc1	-1.4
Cc1ccc(S(=O)(=O)Nc2ccc3c(c2)C(=O)N(C)[C@@H]2CC[C@@H](CC(=O)O)O[C@H]2CO3)cc1	1.2
CC(C)C#Cc1cnc2c(c1)C(=O)N([C@H](C)CO)C[C@H](C)[C@@H](CN(C)Cc1ccccc1)O2	1.1
C[C@H]1CN([C@@H](C)CO)C(=O)c2cc(NC(=O)c3ccncc3)ccc2O[C@H]1CN(C)Cc1ccccc1	-0.9
C[C@H](CO)N1C[C@H](C)[C@@H](CN(C)C)Oc2cc(C#CC3CC3)ccc2S1(=O)=O	-0.1
COc1cccc(NC(=O)N2[C@@H](CO)[C@@H](c3ccccc3)[C@@H]2CNCC(C)C)c1	-4.1
CN(C)C(=O)[C@H]1[C@H](CO)[C@H]2Cn3c(ccc(C4=CCCCC4)c3=O)[C@@H]1N2Cc1ccncc1	-1.1
COc1ccc(CN(C)C[C@@H]2OCCCC[C@@H](C)Oc3ccc(NC(=O)Nc4ccccc4)cc3C(=O)N([C@@H](C)CO)C[C@H]2C)cc1	-1.0
CO[C@H]1CN(C)C(=O)c2ccc(NC(=O)Nc3ccccc3)cc2OC[C@H](C)N(C(=O)Nc2c(C)noc2C)C[C@H]1C	-0.4
C[C@@H]1CN([C@H](C)CO)C(=O)c2cc(C#CCN(C)C)cnc2O[C@@H]1CN(C)C(=O)Cc1ccccc1	-1.8
CCCN(C)C[C@H]1Oc2ncc(-c3ccccc3OC)cc2C(=O)N([C@@H](C)CO)C[C@H]1C	6.5

Structures above containing an aryl methoxy group, in the order listed:
SMILES	BioA inh
C=C[C@H](COC(C)=O)N(Cc1ccc(OC(C)=O)c(OC)c1)S(=O)(=O)c1ccc(Br)cc1	0.8
COc1cccc(-c2ccc([C@@H]3[C@H]4CN(C(=O)Cc5ccncc5)CCCCN4[C@H]3CO)cc2)c1	-2.9
COc1ccccc1NC(=O)N[C@H]1CC[C@@H](CCNC(=O)c2ccc3c(c2)OCO3)O[C@H]1CO	5.1
COc1ccc(-c2cnc3c(c2)C(=O)N([C@H](C)CO)C[C@H](C)[C@@H](CN(C)Cc2ccccc2)O3)cc1	3.2
COc1ccc([Si](C)(C)[C@H]2[C@H](CCn3cc(CCO)nn3)O[C@@]3(C(=O)N(C)c4c(Br)cc(C)cc43)[C@@H]2C)cc1	1.1
CCC(=O)Nc1ccc2c(c1)C(=O)N(C)C[C@@H](OC)[C@H](C)CN(Cc1ccccc1OC)[C@H](C)CO2	-4.5
COc1ccc(CN(C)C[C@@H]2OCCCC[C@H](C)Oc3ccc(NC(=O)c4ccncc4)cc3C(=O)N([C@H](C)CO)C[C@@H]2C)cc1	0.7
COc1cccc(NC(=O)N2[C@@H](CO)[C@@H](c3ccccc3)[C@@H]2CNCC(C)C)c1	-4.1
COc1ccc(CN(C)C[C@@H]2OCCCC[C@@H](C)Oc3ccc(NC(=O)Nc4ccccc4)cc3C(=O)N([C@@H](C)CO)C[C@H]2C)cc1	-1.0
CCCN(C)C[C@H]1Oc2ncc(-c3ccccc3OC)cc2C(=O)N([C@@H](C)CO)C[C@H]1C	6.5

Some of the compounds tested (hit frequency here may not be typical).
